# influenza NS1A: NS1A inhibition, H1N1 influenza, cell based functional assay (AID 504329); NS1A functional cell-based assay, percent inhibition; higher % means a stronger effect; one-dose inhibition, % at 12.5 µM; IC50 in µM for titrated hits; 340,000 compounds, 0.3% hits; in the data active means a potency from the dose series; inconclusive means inhibition above about 27% without an active follow-up result; further: strong numbers were not always called active
# H37Rv inhibition: M. tuberculosis growth inhibition, HTS (AID 449762) | M. tuberculosis H37Rv growth inhibition, 7H9 media; higher % means a stronger effect | inhibition, % at 25 µM; hits with a dose series show IC50 in µM | 330,000 compounds, 0.59% hits; in the data active means a potency from the dose series; inconclusive means inhibition above about 70% without an active follow-up result;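 further: bacterial growth assessed after seven days of incubation; strong numbers were not always called active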
# VEEV TC-83 Vero: inhibitors of VEEV TC-83 cytopathic effect, confirmation, Vero cells (AID 588727). 350,000 compounds, 0.13% hits. Vero cells, VEEV TC-83 cytopathic effect inhibition; higher % means a stronger effect. inhibition, % at 20 µM; hits with a dose series show IC50 in µM; in the data active means a potency from the dose series; inconclusive means inhibition mostly from about 14% at the one dose, without a potency; inactive means the rest, 99 in 100 with inhibition below about 12%; further: strong numbers were not always called active
# tuberculosis growth: growth inhibition of non-replicating M. tuberculosis (AID 488890); 320,000 compounds, 0.39% hits; Mycobacterium tuberculosis non-replicating, growth inhibition; higher % means a stronger effect; one-dose inhibition, % at 25 µM; IC50 in µM for titrated hits; in the data active means a potency from the dose series; inconclusive means inhibition mostly from about 82% at the one dose, without a potency; inactive means the rest, 99 in 100 with inhibition below about 76%;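 further: plate controls were DMSO cells for no effect and high antibiotic wells for full effect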
# Salmonella PhoP GFP: Inhibition of PhoP regulon, Salmonella typhi GFP reporter cells, confirmation, 4 h (AID 1850) | Salmonella Typhi PhoP-promoter GFP reporter, fluorescence, 4 h; higher % means a stronger effect | one-dose inhibition, % at 50 µM; IC50 in µM for titrated hits | 310,000 compounds, 0.33% hits; in the data active means a potency from the dose series; inconclusive means inhibition mostly from about 25% at the one dose, without a potency; inactive means the rest, 99 in 100 with inhibition below about 19%;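 further: 0% = induced wells with vehicle and 100% = uninduced wells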
# VEEV TC-83 Vero 10K pilot screen: further read-out of VEEV TC-83 Vero, marked with its call; inhibition, %; measured here: 10K pilot screen inhibition
# Active calls of the source: *; i = inactive; ? = inconclusive; · = no result given.
SMILES,influenza NS1A,H37Rv inhibition,VEEV TC-83 Vero,tuberculosis growth,Salmonella PhoP GFP,others
Cc1c(C)c2ccc(OCC(=O)N3CCN(C(=O)C4COc5ccccc5O4)CC3)cc2oc1=O (stereo not given),5%,10%,3.7%,7%,-11%,
CC(=O)c1cccc(NC(=S)NC(=O)c2ccccc2Cl)c1,-1%,1%,0.5%,-11%,10%,
Cc1nn(Cc2ccc(Cl)cc2Cl)c(C)c1NC(=O)c1nc2n(n1)C(C(F)F)CC(C)N2 (stereo not given),9%,·,0.8%,·,·,
CC(=O)c1ccc(N2CCN(C(=O)CCS(=O)(=O)c3ccc(C)cc3)CC2)cc1,6%,7%,1.1%,19%,3%,
O=S(=O)(N/N=C/c1cn(Cc2ccccc2)c2ccccc12)c1ccccc1,-14%,-23%,i,17%,3%,
Cc1cccn2c(=O)c(C=C(C#N)C#N)c(N3CCN(C)CC3)nc12,-3%,2%,i,32%,-4%,
O=C(Nc1ccc(Cl)c([N+](=O)[O-])c1)c1ccc2c(c1)OCCO2,5%,-5%,1.2%,11%,5%,
C=CCN1C(c2ccc(Br)cc2)=CS/C1=C(\C#N)c1nnc(N2CCOCC2)n1-c1ccccc1,-12%,·,11%,·,·,
CC(C)CCNC(=O)c1cn(C)c2ccc(S(=O)(=O)N3CCCC3)cc2c1=O,-5%,-2%,3.9%,-3%,-10%,
O=C(COc1ccccc1C(=O)O)NC1CCCc2ccccc21 (stereo not given),5%,1%,8.8%,76%,-2%,
COc1ccc(CCN(C)CCC(=O)Nc2cc(C)ccc2C)cc1OC,-24%,0%,i,-12%,5%,
Cc1ccc(-c2cc3c(n2-c2ccc(C(=O)O)cc2)CCCC3=O)cc1,2%,-3%,1.9%,4%,1%,
CC(C)c1ccc(-n2ccnc2SCC(=O)O)cc1,-5%,-4%,0.4%,7%,7%,
CCOC(=O)[C@H]1[C@H]2COc3ccc(Cl)cc3[C@@H]2N2C(=O)CN(Cc3ccc(C)cc3)C(=O)[C@@]12C,-22%,5%,4.7%,-4%,·,
Cc1ccc(-c2nc3ccccc3s2)cc1NC(=O)c1ccc2c(c1)OCO2,5%,-2%,0.6%,-7%,-4%,
COc1ccc(S(=O)(=O)NCC2CCC(C(=O)NCc3cccnc3)CC2)cc1 (stereo not given),5%,0%,0.5%,-1%,-7%,
CCN(C(=O)c1ccc(Br)o1)C1CCS(=O)(=O)C1 (stereo not given),-14%,0%,2.6%,-21%,4%,
C[C@@H]1CCCCCCCCCCC1=O,3%,-3%,0.8%,-14%,9%,
N=c1oc2cc(O)ccc2cc1C(=O)Nc1ccc(Cl)cc1,14%,?,2.3%,?,0%,
O=C(COC(=O)c1ccccc1Br)Nc1cccnc1Cl,1%,-2%,1.6%,45%,·,

# 3 entries picked at random from the list so far, as already listed:
SMILES,influenza NS1A,H37Rv inhibition,VEEV TC-83 Vero,tuberculosis growth,Salmonella PhoP GFP,others
N=c1oc2cc(O)ccc2cc1C(=O)Nc1ccc(Cl)cc1,14%,?,2.3%,?,0%,
C=CCN1C(c2ccc(Br)cc2)=CS/C1=C(\C#N)c1nnc(N2CCOCC2)n1-c1ccccc1,-12%,·,11%,·,·,
Cc1c(C)c2ccc(OCC(=O)N3CCN(C(=O)C4COc5ccccc5O4)CC3)cc2oc1=O (stereo not given),5%,10%,3.7%,7%,-11%,

# Other results.
SMILES,influenza NS1A,H37Rv inhibition,VEEV TC-83 Vero,tuberculosis growth,Salmonella PhoP GFP,others
CCN1CCCC1CNC(=O)c1cc2c(C)nc3ccccc3c2o1 (stereo not given),5%,1%,1.5%,13%,-2%,
CC1=NOC2(C1)/C(=N/O)CCC/C2=N\O (stereo not given),2%,-2%,1.8%,-4%,-2%,
Cc1ccc(-n2nnc(-c3cc4ccccc4n3C)n2)cc1,7%,-2%,3.8%,44%,-10%,
O=C(Nc1nnc(C2=COCCO2)o1)c1cccc(C(F)(F)F)c1,-12%,?,8.2%,i,-5%,
O=C(/C=C/c1ccc(Cl)cc1Cl)NC(=S)Nc1ccc(CN2CCOCC2)cc1,33%,-6%,1.1%,45%,-6%,
O=C(COc1cccnc1[N+](=O)[O-])N1CCN(S(=O)(=O)c2ccccc2)CC1,-7%,-9%,1.0%,-1%,-6%,
CCOc1ccc(C(=O)NNC(=O)CNC(=O)c2ccc(C)s2)cc1OC,-15%,-14%,6.0%,4%,·,
O=Cc1cn(CC(=O)NCC2CCCO2)c2ccccc12 (stereo not given),7%,-3%,1.0%,-9%,-3%,
Cc1ccccc1CC1(CO)CCCN(C(=O)CCC(=O)c2ccccc2)C1 (stereo not given),-6%,7%,0.8%,25%,6%,
Cc1cccc(NC(=O)c2cc(=O)c3ccccc3o2)n1,1%,3%,3.8%,9%,-6%,
O=C(CCNC(=O)c1ccc(Cl)cc1)Nc1cccc(S(=O)(=O)N2CCCCCC2)c1,3%,10%,8.2%,12%,-5%,
O=C(CN1CCc2cc3c(cc2C1)OCCCO3)Nc1ccccc1,0%,-15%,6.6%,18%,8%,
Cn1cccc1/C=N/NC(=O)c1ccn[nH]1,-4%,0%,0.8%,-7%,-3%,
O=C(CSc1nc2ncc(Cl)cc2[nH]1)NCCc1ccc(F)cc1,4%,-1%,0.6%,?,3%,
C=CCOc1ccc(/C=N/NC(=O)C(C)Sc2ccccn2)cc1OC (stereo not given),-8%,-2%,1.0%,12%,2%,
CC(=O)Nc1ccc(NC(=O)C(OC(=O)c2ccccc2)C(OC(=O)c2ccccc2)C(=O)O)cc1 (stereo not given),7%,-6%,i,-15%,-4%,
CCN1C(=O)CC(NNC(=O)c2ccc(Cl)cc2)C1=O (stereo not given),-4%,-7%,4.0%,-11%,4%,
CC(C)NC(=O)c1ccc2c(c1)N(CC(=O)N1CCOCC1)C(=O)C(C)(C)O2,-8%,-6%,i,0%,12%,
COC(=O)c1cccc(NC(=O)CSc2nnc(COc3ccccc3)n2C)c1,-12%,-10%,i,37%,1%,
O=C(N1CCN(c2ccccn2)CC1)N1c2ccccc2Sc2ccccc21,-1%,-4%,1.5%,11%,-12%,
O=C1c2ccccc2C(O)(c2ccccc2)N1C1CC1 (stereo not given),-13%,1%,1.3%,-5%,12%,
Cc1nc(NC(=O)c2ccccc2)sc1-c1csc(Nc2ccc(Cl)cc2)n1,·,66%,·,15%,-6%,
O=C(Nc1nnc(-c2ccc3c(c2)CCCC3)o1)c1ccc(Cl)cc1Cl,-8%,?,5.9%,·,4%,
CC(C)N(Cc1ccccc1)C(=S)NC1CCCCC1,-4%,0%,0.2%,7%,13%,
COc1ccc(CCNC(=O)C(=O)NCc2ccccc2C)cc1OC,0%,4%,0.8%,-5%,11%,
CC(=O)NC(C)c1nc2ccccc2n1Cc1ccccc1F (stereo not given),9%,-5%,0.3%,-7%,13%,
O=C(O)CC1(CC(=O)NCc2ccc(Cl)cc2)CCCCC1,-8%,-2%,0.1%,-6%,-2%,
O=C(c1ccccc1)c1ccccc1C(=O)N1CCN(Cc2ccccc2F)CC1,-10%,·,4.8%,·,·,
COc1cc(/C=C\C(=O)OCn2nnc3ccccc3c2=O)cc(OC)c1OC,5%,?,2.0%,74%,1%,
CS(=O)(=O)Nc1cccc(-c2cn3c(n2)SCC3)c1,8%,-12%,0.1%,-4%,-1%,
O=C1CSC(c2ccccc2[N+](=O)[O-])N1c1ccc(O)cc1 (stereo not given),-13%,-1%,1.5%,2%,1%,
CCCCN1C(=N)N([C@@H](CN2CCC[C@H]2CN2C(N)=NC[C@@H]2Cc2ccccc2)C(C)C)C[C@H]1Cc1ccccc1,-3%,?,1.0%,?,·,VEEV TC-83 Vero 10K pilot screen=0.1
O=C(CN1CCN(C2CCCCC2)CC1)Nc1ccccc1N1CCCCC1,-6%,-3%,i,-16%,2%,
COC(=O)c1ccc(C(=O)OC)c(NC(=S)N2CCCCC2)c1,-3%,6%,3.1%,?,-4%,
O=C(Nc1nc(-c2ccc(-c3ccccc3)cc2)cs1)C1=COCCO1,-7%,2%,i,4%,-2%,
Cc1cc(C)n(-c2nc3c(c(=O)[nH]c(=O)n3C)n2CCc2ccccc2)n1,-7%,8%,3.7%,19%,0%,
Cc1ccc(O)c(C2=NCCNC(C(F)(F)C(F)F)=C2)c1,-4%,7%,i,6%,10%,
Cc1cc2cc(CN(CCCN3CCOCC3)C(=O)NC3CCCCC3)c(=O)[nH]c2cc1C,10%,-1%,0.9%,24%,2%,
CCCCc1ccc(C(=O)NC(C(=O)O)C(C)C)cc1 (stereo not given),0%,3%,0.2%,5%,-5%,VEEV TC-83 Vero 10K pilot screen=1.8
COCC(C)Nc1ccc(S(=O)(=O)N2CCCC2)cc1[N+](=O)[O-] (stereo not given),-2%,-7%,1.7%,-6%,-12%,

# Entries listed so far containing an NH in an aromatic ring:
SMILES,influenza NS1A,H37Rv inhibition,VEEV TC-83 Vero,tuberculosis growth,Salmonella PhoP GFP,others
Cn1cccc1/C=N/NC(=O)c1ccn[nH]1,-4%,0%,0.8%,-7%,-3%,
O=C(CSc1nc2ncc(Cl)cc2[nH]1)NCCc1ccc(F)cc1,4%,-1%,0.6%,?,3%,
Cc1cc(C)n(-c2nc3c(c(=O)[nH]c(=O)n3C)n2CCc2ccccc2)n1,-7%,8%,3.7%,19%,0%,
Cc1cc2cc(CN(CCCN3CCOCC3)C(=O)NC3CCCCC3)c(=O)[nH]c2cc1C,10%,-1%,0.9%,24%,2%,

# Next part:
SMILES,influenza NS1A,H37Rv inhibition,VEEV TC-83 Vero,tuberculosis growth,Salmonella PhoP GFP,others
CC1Cc2ccccc2C(CCc2ccccc2)=N1 (stereo not given),-4%,-5%,i,-2%,7%,
COc1ccc2cc(CN(CC3CCCO3)S(=O)(=O)c3ccccc3)c(=O)[nH]c2c1 (stereo not given),-2%,-11%,0.4%,11%,-14%,
COCCC(=O)N1CCC(Oc2ccc(C(=O)N3CCCC(COC)C3)cc2)CC1 (stereo not given),-8%,·,0.6%,·,·,
O=C1N[C@@H](Cc2ccccc2)C(=O)N2[C@@H]1C[C@]1(Br)c3ccccc3N(S(=O)(=O)c3ccccc3)[C@H]21,·,-6%,·,32%,-4%,
CCCc1nc2sc3ccccc3c(=O)c2c(=O)n1CCOC,·,-6%,·,-6%,3%,
O=C(CSc1ccc(C(F)(F)F)cc1[N+](=O)[O-])Nc1ccccc1,-11%,2%,1.7%,58%,-11%,
CCCCn1c(N)c(N(CC(C)C)C(=O)c2cc3c(s2)CCCCC3)c(=O)[nH]c1=O,-3%,-6%,12%,34%,-1%,
O=C(Oc1ccccc1C(=O)Nc1ccccc1)c1ccccc1Br,4%,-1%,11%,?,-18%,
CN(CCc1ccccn1)C(=O)CCC1CCCN(C(=O)c2ccccn2)C1 (stereo not given),-1%,-2%,0.1%,-1%,5%,
Cc1ccc(CSc2nc3ccccc3c(=O)n2CCCC(=O)NCc2ccco2)cc1,-8%,7%,2.4%,-3%,13%,
CCn1nc(C)c(CNC(=O)c2ccc(OC3CCN(Cc4ccccn4)CC3)cc2)c1C,-7%,3%,0.2%,7%,-7%,
CCc1ccc(NC(=O)c2cc(C)on2)cc1,31%,-8%,1.3%,47%,-7%,
COC(=O)c1cccc(NC(=O)C(C)N2C(=O)c3ccccc3C2=O)c1 (stereo not given),-8%,-1%,i,-11%,0%,
COc1ccc(O)c(-c2[nH]ncc2C(=O)c2ccccc2)c1,4%,0%,4.8%,12%,-11%,
CS(=O)(=O)N1CCC(C(=O)Nc2ccc(Cl)cc2)CC1,0%,4%,0.9%,2%,-2%,
CCCCC(=O)N(CCOC)c1nnc(-c2ccccc2C)s1,2%,10%,1.0%,47%,-10%,
Cc1cccc(NC(=O)CSc2nc(-c3ccccc3)c(C#N)c(=O)[nH]2)c1C,8%,-2%,3.0%,26%,-5%,
COc1cc(OC)cc(C(=O)NCCCCCCNC(=O)c2cc(OC)cc(OC)c2)c1,-1%,-10%,0.7%,10%,·,
O=C(Cc1c(O)c2ccccc2[nH]c1=O)NCc1ccccc1F,0%,-2%,0.6%,-2%,1%,
Cc1ccc(C(=O)N2CCN(C)CC2)cc1S(=O)(=O)N1CCOCC1,20%,5%,2.1%,-3%,-5%,
CCCCCC(=O)N/N=C(\C)c1ccccn1,6%,14µM*,1.0%,9.6µM*,0%,
CCC(C)(C)NC(=O)C(c1ccc(OC)cc1)N(C(=O)CCC(=O)Nc1cc(C)on1)c1ccc(OC)c(OC)c1 (stereo not given),12%,0%,1.1%,-7%,0%,
O=c1oc2ccccc2cc1-c1nnc(NCc2ccco2)s1,-13%,1%,i,0%,7%,
CCOC(=O)C1=C(OCc2ccc(Cl)cc2)C2C=C(C)C=CC2N=C1 (stereo not given),8%,-2%,0.5%,25%,6%,
COC(=O)c1ccc(NC(=S)NN2CCOCC2)cc1,0%,-7%,2.6%,4%,-2%,
Cc1cc(NC(=O)c2c(Cl)c(C)nn2C)no1,0%,-4%,1.2%,-11%,0%,

# From PubChem BioAssay
